NPY-Y1 PAM-ag: NPY-Y1 receptor potentiators or agonists, primary screen, cell-based; activation, % at 3.6 µM; Neuropeptide Y receptor type 1 (Homo sapiens), P25929; 0.37% of 220,000 active; NPY-Y1 expressing cells, potentiator/agonist activation; in the data active = activation above about 33%, passing the limit was not always enough;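 note: cells stimulated with NPY at EC10 then isoproterenol at EC100; 0% = low agonist plus stimulus and 100% = saturating agonist plus stimulus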
S1P4 antag: S1P4 receptor antagonists, primary screen, cell-based; 0.26% of 220,000 active; inhibition, % at 4.98 µM; S1P4-expressing cells, antagonist mode, reporter read-out; Sphingosine 1-phosphate receptor 4 (Homo sapiens), O95977; in the data active = inhibition above about 29%;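 note: 0% = wells stimulated with agonist and 100% = vehicle wells without agonist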
Target sequence (O95977 whole entry, looked up): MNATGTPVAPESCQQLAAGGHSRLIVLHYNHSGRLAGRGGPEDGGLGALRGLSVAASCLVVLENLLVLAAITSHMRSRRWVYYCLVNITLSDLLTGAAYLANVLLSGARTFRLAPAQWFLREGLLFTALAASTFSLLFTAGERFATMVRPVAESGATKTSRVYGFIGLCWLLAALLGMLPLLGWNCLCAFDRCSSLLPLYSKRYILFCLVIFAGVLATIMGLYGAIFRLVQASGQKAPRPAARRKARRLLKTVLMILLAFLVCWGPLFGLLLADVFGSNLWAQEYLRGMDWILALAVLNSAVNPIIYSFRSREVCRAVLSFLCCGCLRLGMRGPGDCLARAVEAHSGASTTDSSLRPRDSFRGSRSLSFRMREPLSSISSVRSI
EP2 antag: human EP2 receptor antagonists, primary screen, TR-FRET cAMP, C6 glioma cells; Prostaglandin E2 receptor EP2 subtype (Homo sapiens), P43116; C6 glioma cells expressing human EP2; cells stimulated with saturating PGE2; inhibition, % at 25 µM; 0.52% of 260,000 active; AID 1422, 2008;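 active = percent inhibition above 40 after rounding to a whole number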;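 note: rat C6 glioma host cells with rolipram phosphodiesterase inhibitor present; the protocol text gives 20 µM as final concentration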
eIF4E 4G PPI: eIF4E–eIF4G protein interaction inhibitors, primary screen, biochemical, uHTS, TR-FRET, eIF4GI fragment; Eukaryotic translation initiation factor 4E (Mus musculus) + Eukaryotic translation …; TR-FRET eIF4E-eIF4GI(517-606) binding, 2 h; inhibition, % at 21.7 µM; 0.37% of 220,000 active; AID 782, 2007;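 active = inhibition above about 30%, limit read from the data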;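 note: 0% = full FRET control wells and 100% = background wells lacking eIF4GI fragment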
NPY Y1 blocker: NPY-Y1 receptor antagonists, primary screen, cell-based. 1% of 200,000 active. inhibition, % at 3.6 µM. HEK293-CNG Y1 cells, membrane potential fluorescence; NPY at EC95, then isoproterenol;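 active = inhibition above the campaign mean inhibition of all tested compounds plus 3 SD, cut at about 20% in these data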;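 note: 0% = DMSO wells given NPY plus isoproterenol and 100% = isoproterenol alone without NPY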
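material = HEK293 cells with Y1 receptor plus CNG channel | also added = NPY 25 nM then isoproterenol 1 µM plus Ro 20-1724 25 µM | schedule = dye 3 h, compound 60 min room temperature, stimulation 45 min | measured by = membrane potential fluorescence | benchmarks = high control isoproterenol alone, low control NPY with isoproterenol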
p97 ATPase inh: inhibitors of human p97 ATPase, primary screen, biochemical | recombinant p97 ATPase, Kinase-Glo ATP luminescence, 3 h | inhibition, % at 8 µM | 0.42% of 220,000 active; in the data active = inhibition above about 15%;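 note: 0% = DMSO vehicle and 100% = wells lacking enzyme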
NPY-Y2 PAM-ag: NPY-Y2 potentiators or agonists, primary screen, cell-based; Neuropeptide Y receptor type 2 (Homo sapiens), P49146; cells expressing NPY-Y2, potentiator/agonist read-out; activation, % at 3.6 µM; 0.45% of 220,000 active; in the data active = activation above about 27%;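 note: cells stimulated with NPY near EC25 plus isoproterenol at EC100; 0% = vehicle plus submaximal agonist and 100% = vehicle plus saturating agonist; some results beyond the cut were filed as inactive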
Target sequence (P49146 whole entry, looked up): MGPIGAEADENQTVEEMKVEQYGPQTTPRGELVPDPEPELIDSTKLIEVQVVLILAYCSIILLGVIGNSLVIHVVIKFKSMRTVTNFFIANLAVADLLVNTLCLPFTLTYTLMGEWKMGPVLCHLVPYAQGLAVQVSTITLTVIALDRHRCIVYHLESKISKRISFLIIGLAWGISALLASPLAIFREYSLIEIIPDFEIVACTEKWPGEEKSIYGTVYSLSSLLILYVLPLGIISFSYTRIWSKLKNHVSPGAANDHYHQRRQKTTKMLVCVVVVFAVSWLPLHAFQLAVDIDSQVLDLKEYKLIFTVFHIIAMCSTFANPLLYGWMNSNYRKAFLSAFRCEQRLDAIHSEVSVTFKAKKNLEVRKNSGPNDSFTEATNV
EP2 modulator: EP2 receptor modulators, cAMP readout, primary screen, cell-based, HTRF cAMP, PGE2 stimulation; induction, % at 25 µM; EP2-expressing cells, cAMP HTRF FRET, PGE2 co-stimulation; 0.83% of 260,000 active; Prostaglandin E2 receptor EP2 subtype (Homo sapiens), P43116;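 active = compounds whose cAMP rise, as percent of the full-agonist control response, exceeds 60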;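 note: rat C6 glioma line stably carrying human EP2 under a CMV promoter; the protocol text gives 20 µM as final concentration; 100% = response of wells given 1 µM PGE2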
S1P4 ag: S1P4 receptor agonists, primary screen, cell-based. Sphingosine 1-phosphate receptor 4 (Homo sapiens), O95977. S1P4-expressing cell line, agonist reporter assay. activation, % at 4.98 µM. 0.35% of 220,000 active. AID 1509, 2009; in the data active = activation above about 11%;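 note: 0% = DMSO vehicle and 100% = reference agonist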
Numbers without * were called inactive; x = no result given; [ ] = remark or other dose. The list is partial, so the mix of outcomes need not match the whole.

Sample of the layout:
The line under a structure holds: S1P4 ag	EP2 modulator	NPY-Y1 PAM-ag	NPY-Y2 PAM-ag	S1P4 antag	p97 ATPase inh	EP2 antag	NPY Y1 blocker	eIF4E 4G PPI
- Cc1oc(-c2ccccc2F)nc1CS(=O)(=O)CC(=O)N1CCN(c2ccccc2)CC1
    -2.6	6	6	-7	-9	0	11	2	-4
- CC(C)N1CCC(N2CCN(Cc3cccnc3)CC2CCO)CC1 (stereo not given)
    2.8	16	4	-4	-16	6	4	4	0
- COc1ccc(-n2c(-c3ccco3)nc3c(cnn3-c3ccc(C)cc3)c2=O)cc1
    1.0	34	-9	-33	0	0	4	x	-4
- CN1C(=O)NC(c2ccccc2)C2=C1CN(Cc1ccccc1)C2=O (stereo not given)
    1.3	x	10	-12	-1	1	7	-6	x
- CN(C)C(=O)CSc1nc(-c2ccccc2)c(-c2ccccc2)o1
    0.9	63*	-4	15	-7	0	8	0	1
- CCOC(=O)CC(=O)CSc1nc2ccc(C)cc2cc1C#N
    0.3	-6	2	13	13	7	27	4	-14
- N#Cc1ccc(C(=O)Nc2ccc(S(=O)(=O)NC3=NCCCCC3)cc2)cc1
    -0.4	12	-7	-7	8	0	15	-4	-1
- N/C(=N\S(=O)(=O)c1cc(C(F)(F)F)cc(C(F)(F)F)c1)c1ccc(Cl)cc1
    0.8	15	18	24	4	4	15	x	4
- COc1ccc(NC(=O)Cc2c(Sc3ccccc3)c3ccccc3n2C)cc1
    0.4	22	11	5	-8	-5	2	-3	-2[fluorescence artefact?]
- CC(=O)N/N=C(\C)c1ccc(Br)cc1Br
    -0.3	25	9	3	-17	6	4	1	1
- CC(=O)N1CCN(Cc2nc3cc(NC(=O)Nc4ccccc4)ccc3n2C)CC1
    1.7	25	17	5	10	6	14	5	4
- COc1cc(Nc2nc(SCC#N)nc3ccccc23)cc(OC)c1OC
    0.2	-3	-9	-7	-29	3	7	2	-2

The whole of this part, repeating the preview:
The line under a structure holds: S1P4 ag	EP2 modulator	NPY-Y1 PAM-ag	NPY-Y2 PAM-ag	S1P4 antag	p97 ATPase inh	EP2 antag	NPY Y1 blocker	eIF4E 4G PPI
- Cc1oc(-c2ccccc2F)nc1CS(=O)(=O)CC(=O)N1CCN(c2ccccc2)CC1
    -2.6	6	6	-7	-9	0	11	2	-4
- CC(C)N1CCC(N2CCN(Cc3cccnc3)CC2CCO)CC1 (stereo not given)
    2.8	16	4	-4	-16	6	4	4	0
- COc1ccc(-n2c(-c3ccco3)nc3c(cnn3-c3ccc(C)cc3)c2=O)cc1
    1.0	34	-9	-33	0	0	4	x	-4
- CN1C(=O)NC(c2ccccc2)C2=C1CN(Cc1ccccc1)C2=O (stereo not given)
    1.3	x	10	-12	-1	1	7	-6	x
- CN(C)C(=O)CSc1nc(-c2ccccc2)c(-c2ccccc2)o1
    0.9	63*	-4	15	-7	0	8	0	1
- CCOC(=O)CC(=O)CSc1nc2ccc(C)cc2cc1C#N
    0.3	-6	2	13	13	7	27	4	-14
- N#Cc1ccc(C(=O)Nc2ccc(S(=O)(=O)NC3=NCCCCC3)cc2)cc1
    -0.4	12	-7	-7	8	0	15	-4	-1
- N/C(=N\S(=O)(=O)c1cc(C(F)(F)F)cc(C(F)(F)F)c1)c1ccc(Cl)cc1
    0.8	15	18	24	4	4	15	x	4
- COc1ccc(NC(=O)Cc2c(Sc3ccccc3)c3ccccc3n2C)cc1
    0.4	22	11	5	-8	-5	2	-3	-2[fluorescence artefact?]
- CC(=O)N/N=C(\C)c1ccc(Br)cc1Br
    -0.3	25	9	3	-17	6	4	1	1
- CC(=O)N1CCN(Cc2nc3cc(NC(=O)Nc4ccccc4)ccc3n2C)CC1
    1.7	25	17	5	10	6	14	5	4
- COc1cc(Nc2nc(SCC#N)nc3ccccc23)cc(OC)c1OC
    0.2	-3	-9	-7	-29	3	7	2	-2
- COc1ccc(N2CCN(C(=O)CCc3c[nH]c4ccccc34)CC2)cc1
    -0.3	-41	-5	-7	8	4	5	-5	4
- COCC(=O)Nc1nc(-c2ccc([N+](=O)[O-])cc2)cs1
    -1.3	-61	1	-13	-1	4	4	-4	0
- Cc1ccccc1CN1CCN(CC(=O)NCc2ccccn2)C1=O
    6.3	14	20	1	-8	0	9	4	4
- CCONC(=O)Nc1ccccc1[N+](=O)[O-]
    -1.2	-1	10	11	-13	5	9	-3	-3
- COC(=O)c1ccc2c(c1O)C(=O)c1ccccc1C2=O
    2.5	-12	-6	3	4	-1	13	4	-12
- Cn1cnnc1SC1CCCCC1NS(=O)(=O)c1ccccc1 (stereo not given)
    -2.1	7	14	-2	-9	-1	6	-7	9
- CCS(=O)(=O)NCC(c1ccco1)N1CCN(c2ccccc2)CC1 (stereo not given)
    0.2	2	-12	3	-7	5	1	-3	-5
- COc1ccc(C(=O)NNC(=O)C2CCCN(C3CC(=O)N(c4ccccc4)C3=O)C2)cc1 (stereo not given)
    0.0	-1	13	-12	-8	8	5	x	4
- COc1ccc(C(=O)Nc2cc(=O)[nH]c3ncnn23)cc1
    0.5	-28	-4	-11	9	-1	4	x	-3
- CCOC(=O)C1=C(C)Nc2sc(C(=O)c3ccc(F)cc3)c(N)c2C1c1ccc(C(=O)OC)cc1 (stereo not given)
    -0.9	9	-16	-1	1	-1	7	0	-1
- COc1c2ccoc2nc2c(OC)c(O)ccc12
    0.2	-7	12	5	0	5	16	1	0
- CCN(CC)C(=S)Oc1c(Cl)cccc1Cl
    -0.3	26	-22	0	14	-1	8	x	-3
- COc1ccc(/C=N/NC(=O)c2ccncc2)cc1[N+](=O)[O-]
    3.3	0	1	-5	-17	2	7	3	-3
- O=C(O)C1C2C=CC(C2)C1C(=O)NCc1ccc2c(c1)OCO2 (stereo not given)
    -0.6	33	-1	5	-8	3	7	-3	-4
- CC(=O)Nc1cccc(Oc2ccc([N+](=O)[O-])cc2Cl)c1
    2.4	-11	-1	5	-5	-4	10	3	0
- CCOc1ccccc1C1C(C#N)=C(N)Nc2onc(-c3ccccc3)c21 (stereo not given)
    0.3	33	-2	-3	1	2	-2	7	-6[fluorescence artefact?]
- C=CCn1cc(C(=O)OCC)c(=O)c2ccc(F)cc21
    -0.6	-3	1	-7	2	3	6	2	-3
- COc1ccc(Cl)cc1NC(=O)NCC1CCN(C(=O)OC(C)(C)C)CC1
    -0.6	-20	-9	-6	26	-8	8	x	3
- O=c1[nH][nH]cc1C=Nc1cc(Cl)ccc1O
    -1.2	5	-5	0	19	-1	3	-5	-1
- CC(C)CCNc1nc(N)c([N+](=O)[O-])c(NCC2CCCO2)n1 (stereo not given)
    -0.1	17	12	21	-21	0	9	-1	6
- COc1ccc(NC(=S)N(CCCN2CCN(C)CC2)Cc2cccs2)cc1
    0.2	-18	-3	0	-6	-1	8	1	7
- CCN(CC)S(=O)(=O)c1ccc(-c2nnc(SCC(=O)N3c4ccccc4CC3C)o2)cc1 (stereo not given)
    0.6	50	0	7	-23	5	9	-3	-20
- O=C(Cc1n[nH]c(=O)c2ccccc12)OCC(=O)N(Cc1ccccc1)Cc1ccccc1
    0.0	63*	40	-14	0	3	8	x	1
- COc1cccc(C(=O)CSc2nnnn2C2CCCCC2)c1
    1.7	-24	0	-8	-14	-2	10	-1	-4
- Cn1c(=O)c2c(ncn2CC(=O)OCC(=O)NCc2ccc(Cl)cc2)n(C)c1=O
    2.6	23	1	3	-1	3	4	6	2[fluorescence artefact?]
- CC(C)(C)n1nc(-c2ccc(Cl)cc2)c2c(N)ncnc21
    0.6	41	-9	-5	-3	-7	9	2	5
- O=C(COC(=O)c1cccs1)NCCN1C(=O)CSC1=O
    -1.9	23	-4	-9	8	3	10	-5	-12
- O=C(Cc1noc2ccccc12)NNC(=S)Nc1ccccc1
    0.3	4	8	7	-4	0	6	0	-1
- Fc1ccc(NC(=S)NCc2ccccc2Cl)cc1
    -2.6	-3	-8	-9	-15	2	2	-1	-3
- Cc1cc(C(=O)COC(=O)CC2Sc3ccccc3NC2=O)c(C)n1-c1ccc(Br)cc1 (stereo not given)
    0.3	13	12	1	-5	-5	2	8	-10
- O=C(Cn1cccc1C(=O)c1ccccc1)NCCN1CCOCC1
    1.3	10	-26	4	-15	4	3	-4	2
- Cc1ccc2c(c1)N=C(c1ccc(Cl)cc1)CO2
    -1.4	49	-13	0	7	-10	9	7	-1
- C=C(C)CSc1nc2ncccc2[nH]1
    -1.1	35	19	4	9	2	11	6	1
- COC(=O)NNC(=O)COc1ccc(Br)c(C)c1
    -1.2	16	12	-4	5	-2	x	4	1[fluorescence artefact?]
- Cc1ccc(CN2CCN(CC(C)C)C(CCO)C2)s1 (stereo not given)
    1.0	-28	-8	1	4	1	4	-4	-4
- CC(C)C1=CC(=NS(=O)(=O)c2cccc([N+](=O)[O-])c2)C=C(C(C)C)C1=O
    0.2	14	11	9	11	1	11	-1	-1
- COc1ccccc1NC(=O)c1oc2ccccc2c1NC(=O)c1cc(OC)c(OC)c(OC)c1
    1.2	x	1	-19	-6	0	x	5	x
- O=C(NCc1ccon1)c1ccc(OC2CCN(CCc3ccccc3)CC2)cc1
    0.6	-25	-7	-7	7	3	5	-1	-2
- CCCCc1cc(=O)oc2cc(C)cc(OCc3nn[nH]n3)c12
    2.9	27	8	-10	-9	-6	7	-7	5
- O=C(Nc1cccc(C(=O)N2CCOCC2)c1)c1ncn[nH]1
    -1.2	-8	3	2	-1	2	5	-2	7[fluorescence artefact?]
- O=C(O)C1CCCCC1C(=O)Nc1cccc2ccccc12 (stereo not given)
    1.7	36	4	14	12	1	4	-2	-3
- Cn1c(Cc2ccc3c(c2)OCO3)nnc1SCC(=O)NC1CCCC1
    -1.2	4	-11	-19	-1	-2	6	4	-2
- N#CCCCSc1nnc(-c2ccccn2)o1
    -1.4	31	-10	-14	5	-3	6	-6	1
- CCC(C(=O)OCCOCCN(CC)CC)c1ccccc1 (stereo not given)
    0.8	-5	10	14	-4	1	10	x	-4
- N#Cc1nc(-c2ccccc2Cl)oc1NCC1CCCO1 (stereo not given)
    0.6	-10	-8	12	2	1	7	-3	0

Compound activity from PubChem BioAssay.
